CRE Fsk mod = modulators of forskolin-stimulated CRE signaling in CHO cells | CHO CRE-bla reporter (cAMP response element driving beta-lactamase), forskolin EC10, beta-lactamase ratio | Potency, µM (series often up to 38.2 µM), for inactives: at the top dose activity change, negative = inhibition, usual class: activators | actives 2.5% (n = 71,000) | AID 662; active means well fitted activation curve with a large enough effect in the signal ratio, with a control signal flat, not every such curve was filed as active; inconclusive means small, poorly fitted or top-dose-only effect, or effect the other way, or a change in a side signal; the % refers to the signal ratio; further: potency means the concentration at half of the fitted maximal effect; % of control where 0% means no effect
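Forskolin analogue NKH 477 at EC10 stimulated CRE-driven beta-lactamase in CHO cells alongside compound dilution series. Beta-lactamase was measured with CCF4, excitation 405 nm, emission ratio 460/530 nm.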
Epigenetic mod = epigenetic GFP locus derepression in mouse cells; mouse C127i GFP locus derepression, cytometry, 30 h; Potency, µM (highest dose often 46.1 µM), without a hit: at the highest dose GFP derepression (activation); actives 0.09% (n = 68,000); further: % of control where 0% means no effect
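Derepression screen: silenced CMV-GFP reporter in murine C127i cells, 30 h compound incubation at 37 C, washed cells imaged by laser-scanning cytometer to enumerate GFP-expressing objects of 20 to 120 um.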
Ub-GFP proteasome = proteasome inhibitors stabilizing ubiquitin-GFP reporter | Ubiquitin-GFP reporter cells, proteasome inhibition, GFP fluorescence; response scale: untreated = 0%, 10 µM MG-132 = 100% | Potency, µM (series often up to 45.9 µM), inactives show at the top dose activation (GFP accumulation), hits mostly activators | 67,000 tested, under 10 active; active means well fitted activation curve with a large enough effect, not every such curve was filed as active; inconclusive means small, poorly fitted or top-dose-only effect, or another doubt; inactive means no such curve, though single readings can be large or run the other way; further: potency means the concentration at half of the fitted maximal effect
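U2OS cells stably expressing ubiquitin(G76V)-GFP, seeded overnight in 0.5% FBS medium, were exposed to compounds (qHTS, 46 uM to 2.9 nM) for 4 hr at 37 °C. GFP-positive cells were counted by laser cytometry (488 ex/515 em), normalized between basal and 10 uM MG-132.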
A350 autofl = compound fluoresces in the Alexa 350 spectral region | max dye-equivalent concentration, M | actives 11% (n = 59,000) | AID 590 | Compound autofluorescence, 340/450 nm, Alexa 350 dye-equivalents; stronger effect = higher value; in the data active means max dye-equivalent concentration above about 10 nM; inconclusive means mostly about 1.1 nM to 9.6 nM
Hsp90 Hop PPI = changes Hsp90-Hop TPR2A binding signal, up or down. AlphaScreen TPR2A-His6 binding biotin-Hsp90 C-terminal peptide. Potency, µM (titrated, usually from 57 µM), for the others: top-dose activity change, negative = inhibition. actives 0.44% (n = 71,000); active means well fitted curve in either direction with a large enough effect; inconclusive means small, poorly fitted or top-dose-only effect, or another doubt; further: potency means the concentration at half of the fitted maximal effect; on the % scale 0 is the no-effect control and ±100 the full control effect; many of its hits are not listed in these tables
BRCT inh red = disrupts BRCA1 BRCT binding to phosphoprotein, red fluorophore readout; P38398; BRCT-phosphopeptide binding, red fluorescence polarization; Potency, µM (series often up to 76.9 µM), for inactives: at the highest dose activity change, negative = inhibition, usual class: inhibitors; actives 0.03% (n = 75,000); AID 892; further: on the % scale 0 is the no-effect control and ±100 the full control effect
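Fluorescence polarization: 100 nM His-tagged BRCA1 BRCT with 100 nM TAMRA-labelled phospho-BACH1 decapeptide, phosphate buffer pH 7.3 with 150 mM NaCl, DTT, 0.01% Tween 20; 12 min RT. Binding inhibition seen as FP decrease.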
BRCT inh green = BRCA1 BRCT-phosphoprotein interaction inhibition; BRCA1 BRCT-phosphopeptide binding, green fluorescence polarization; Potency, µM (top dose mostly 76.9 µM), for the others: at the top dose activity change, negative = inhibition, most hits filed as inhibitors; actives 0.05% (n = 75,000);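 further: potency means the concentration at half of the fitted maximal effect; plate controls were peptide without protein for full effect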
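Fluorescence polarization: His-tagged BRCT (~35 kDa BRCA1 C-terminus, 250 nM) bound to 100 nM fluorescein-labeled phosphorylated 10-aa BACH1 peptide, pH 7.3 phosphate buffer with DTT and Tween 20. Compounds incubated 12 min at room temperature; inhibition read as lowered polarization.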
15-hLO inh = 15-hLO (ALOX15) enzyme inhibition; actives 1.4% (n = 74,000); Potency, µM (highest dose often 57.1 µM), inactives show at the highest dose activity change, negative = inhibition, hits mostly inhibitors; purified 15hLO-1, xylenol orange hydroperoxide absorbance; P16050; further: potency means the concentration at half of the fitted maximal effect; on the % scale 0 is the no-effect control and ±100 the full control effect; nearly all actives have a fitted effect of over 55% in size
Target sequence (P16050 whole entry, looked up): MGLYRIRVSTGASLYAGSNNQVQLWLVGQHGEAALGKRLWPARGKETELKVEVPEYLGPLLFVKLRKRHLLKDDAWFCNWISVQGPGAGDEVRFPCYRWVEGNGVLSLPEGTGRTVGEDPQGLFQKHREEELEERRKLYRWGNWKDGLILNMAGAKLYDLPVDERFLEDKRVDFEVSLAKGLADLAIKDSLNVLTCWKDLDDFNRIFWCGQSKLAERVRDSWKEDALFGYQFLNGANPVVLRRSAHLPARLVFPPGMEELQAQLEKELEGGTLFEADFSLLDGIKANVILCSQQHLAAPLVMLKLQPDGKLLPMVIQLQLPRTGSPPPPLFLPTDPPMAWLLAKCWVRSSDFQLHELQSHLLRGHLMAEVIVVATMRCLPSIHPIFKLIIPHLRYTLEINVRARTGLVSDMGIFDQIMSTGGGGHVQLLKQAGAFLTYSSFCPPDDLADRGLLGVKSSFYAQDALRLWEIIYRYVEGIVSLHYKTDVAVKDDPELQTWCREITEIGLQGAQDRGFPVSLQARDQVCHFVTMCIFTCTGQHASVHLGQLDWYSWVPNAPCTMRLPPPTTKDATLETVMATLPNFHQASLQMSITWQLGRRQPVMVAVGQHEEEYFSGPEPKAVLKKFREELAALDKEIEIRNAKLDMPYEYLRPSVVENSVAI
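Readout: Fe(III)-xylenol orange absorbance, 573-to-405 nm ratio as reaction progress. Enzyme 40 nM purified human 15hLO-1, substrate 50 uM arachidonic acid, 6 min RT after 15 min compound preincubation; Hepes pH 7.5 buffer with Triton X-100.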
4-MU autofl = compound fluoresces in the 4-MU spectral region. actives 11% (n = 59,000). max dye-equivalent concentration, M. compound autofluorescence, 340/450 nm, 4-MU equivalents; stronger effect = higher value. AID 589; in the data active means max dye-equivalent concentration above about 10 nM; inconclusive means mostly about 1.1 nM to 9.6 nM
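Compounds in 100 mM Tris, pH 8.0, incubated 15 min at room temperature, then fluorescence read at 340 nm excitation/450 nm emission. Signal converted to 4-MU dye-equivalent concentration using an on-plate six-point 4-MU standard curve.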
HBB splicing = alters splicing of the hemoglobin beta chain. HBB splicing reporter cell assay, activation; EGFP reporter with mutant IVS2-654 intron; response scale: normalised to 500 nM splice-correcting PNA. Potency, µM (titrated, usually from 46.1 µM), for the others: at the highest dose activation, hits mostly activators. actives 0.06% (n = 65,000); further: potency means the concentration at half of the fitted maximal effect; 0% is about no effect
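HeLa cells stably expressing EGFP interrupted by mutant beta-globin intron 2 (IVS2-654), 500/well in 2% FCS. Treated with compound for 2 days at 37C. Splicing correction scored as total well GFP intensity (488 nm excitation, 500-520 nm emission); 500 nM antisense PNA served as control.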
DNA Pol III inh = blocks replication by bacterial DNA polymerase III holoenzyme; reconstituted DNA polymerase III holoenzyme replication, biochemical; Potency, µM (top dose mostly 57.1 µM), for inactives: top-dose activity change, negative = inhibition; actives 0.25% (n = 71,000); AID 603; further: potency means the concentration at half of the fitted maximal effect; on the % scale 0 is the no-effect control and ±100 the full control effect
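Reconstituted *E. coli* holoenzyme (0.35 nM Pol III, 1 nM beta, 154 nM SSB, 2 nM primase) was preincubated with compound for 15 min at RT. Synthesis on 1.4 nM ssM13Gori ran 35 min, then was stopped with PicoGreen/EDTA and read as dsDNA fluorescence.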
* = called active by the depositor; i = inactive; ? = inconclusive; · = no result given; [ ] = remark or other dose. Unless noted, the call rests on the fitted dose curve; in most records, active means well fitted curve in the direction sought with a large enough effect; inconclusive means small, poorly fitted or top-dose-only effect, or another doubt; inactive means no such curve, though single readings can be large; an effect the other way counts as inactive or inconclusive.

Every second line gives: CRE Fsk mod, HBB splicing, Ub-GFP proteasome, Epigenetic mod, 4-MU autofl, A350 autofl, BRCT inh green, DNA Pol III inh, BRCT inh red, Hsp90 Hop PPI, 15-hLO inh
> COc1ccc(-c2nc(NC(=O)c3cc(C(C)(C)C)nn3C)sc2C)cc1
→ ?, -0.3%[57.5 µM], 2.2%, 0.0%, ?, ?, -1.3%, -1.0%, 0.4%, -10.4%, -24.7%
> COc1ccc(C(=O)N2CCC3(CCN(C)CC3)CC2)cc1
→ -13.0%, 2.0%, 6.3%, -0.2%[9.22 µM], 2.25e-08M*, 2.51e-08M*, -1.4%, 18.7%, -1.4%, -12.1%, 1.7%
> Cn1c(SCC(=O)NC2CCCCCC2)nnc1-c1cccs1
→ 5.7%, 1.7%, 7.9%, -2.7%, i, i, 0.6%, -0.4%, -0.6%, -7.7%, 0.5%
> CCOc1cc(C2C(C(=O)N3CCCCC3)=C(C)NC3=C2C(=O)CCC3)cc(Br)c1O (configuration not stated)
→ 5.1%, 6.3%, -1.3%, 4.8%, 1.35e-07M*, 1.49e-07M*, -1.5%, -3.8%, 0.9%, -1.6%, -19.8%
> COC(=O)/C=C(\C)NC(=O)c1ccccc1Cl
→ ?, -0.5%, 22.2%, -1.9%, ·, ·, -4.8%, -2.6%, 1.4%, 6.3%, -0.5%
> CCC1(C(=O)O)NC(c2cccc(OC)c2O)C2C(=O)N(c3ccccc3)C(=O)C21 (configuration not stated)
→ -2.7%, 2.3%, -4.4%, ·, ·, ·, -0.1%, -1.7%, 1.0%, 0.6%, -4.4%
> Cc1cc(NC(=O)COn2nnc3ccccc32)no1
→ -5.5%, -0.1%[57.5 µM], -2.1%, 1.0%, i, i, -3.7%, -1.5%, -0.9%, -0.6%, 8.0%
> CCOC(=O)CN(Cc1ccccc1)S(=O)(=O)c1ccc(NC(C)=O)cc1
→ -12.7%, -1.4%[57.5 µM], -1.7%, 2.1%, i, ?, -0.2%, -0.7%, 1.5%, -1.2%, 7.9%
> N#Cc1nc(-c2ccc(OCc3ccccc3)cc2)oc1NCc1ccco1
→ ?, 7.5%[0.369 µM], -3.8%, 2.2%, 2.27e-08M*, 2.41e-08M*, -1.9%, 4.2%, -0.6%, -5.1%, -8.7%
> Cc1noc(C)c1C(=O)N1CCC[C@@]2(CCN(c3ccccc3)C2)C1
→ -9.3%, 2.1%, 7.9%, 0.0%[9.22 µM], i, i, -2.5%, -2.2%, -0.1%, -17.3%, -6.6%
> Cc1ccc2c(c1)N[C@H](c1ccc(C(=O)O)cc1)c1cccn1-2
→ 0.8%[7.6 µM], 1.9%[9.22 µM], 5.0%[9.17 µM], -0.1%[9.22 µM], 4.97e-08M*, 5.61e-08M*, 0.5%[15.4 µM], -14.3%[11.4 µM], -0.7%[15.4 µM], -3.9%[11 µM], 10.0%[11.4 µM]
> CN1CCN(S(=O)(=O)c2ccc(NC(=O)Nc3cccc(Cl)c3)cc2)CC1
→ -10.5%, 2.0%, -1.4%, 3.2%, i, i, 0.5%, 3.2%, 1.8%, -5.1%, -17.5%
> Cc1[nH]nc(-c2ccc(O)c(C)c2O)c1-c1cnn(-c2ccccc2)c1
→ 11.4%, -0.9%, 3.6%, 0.0%, i, i, 0.8%, -6.7%, -0.6%, ?, ?
> CCOC(=O)N1CCC(N2C(=O)c3ccccc3C2Nc2ccc3c(c2)OCCO3)CC1 (configuration not stated)
→ 5.2%, -0.3%, 10.0%, -2.3%, ·, ·, -1.4%, -1.8%, -0.3%, -20.0%, -23.0%
> Cc1cc(C)nc(NS(=O)(=O)c2ccc(NC(=O)CCC3COc4ccccc4O3)cc2)n1 (configuration not stated)
→ -2.2%, 0.1%, -4.1%, 3.2%, i, i, -1.7%, -0.2%, -0.3%, -2.5%, -16.8%
> OCCN(Cc1ccccc1)Cc1cccc(C(F)(F)F)c1
→ -4.3%, 0.6%, -2.6%, 3.7%, i, i, -1.3%, -4.3%, 1.1%, -0.3%, -10.4%
> CC(C)CN1CC2(CCN(C(=O)c3ccco3)CC2)C1
→ 11.8%, 0.6%, -2.2%, -2.3%[9.22 µM], i, i, -2.9%, -0.3%, 0.4%, -9.0%, -0.4%
> CCN(CC)CCOC(=O)c1ccc(NC(=O)CCNC(=O)Cn2ccc3ccccc3c2=O)cc1
→ -5.0%, 5.7%, 7.8%, -2.0%, ?, 1.02e-08M*, -1.2%, -6.5%, -0.9%, -5.4%, 7.8%
> CCc1nnc(NC(=O)CSc2nnc(CNc3cccc(C)c3)n2-c2ccccc2)s1
→ -5.2%, ·, 0.7%, 0.0%, ?, ?, -0.7%, 2.7%, 2.2%, -8.8%, -2.9%
> COc1ccccc1-c1cc(C(F)(F)F)nc(N2CCN(c3ccc(F)cc3)CC2)n1
→ -6.7%, -0.8%, 5.6%, 0.0%, i, i, -4.4%, -5.3%, -1.3%, -10.1%, -9.9%
> CCOC(=O)c1ccccc1NC(=O)c1ccc2c(=O)n3c(nc2c1)CCCCC3
→ ?, 0.1%, 2.6%, -5.5%, ·, ·, 0.0%, -8.2%, -0.4%, 13.8%, -2.4%
> NC(N)=NCCSSCCN=C(N)N
→ -3.4%, -0.4%, 3.4%, 0.0%, i, i, ·, 0.8%, ·, -0.4%, ·
> O=C(COc1ccc(Cl)cc1Cl)N(Cc1ccco1)C1CCS(=O)(=O)C1 (configuration not stated)
→ -5.0%, 1.4%[0.369 µM], ·, -2.1%, i, i, -1.7%, 0.4%, -0.1%, -6.2%, 5.6%
> COC(=O)C1=C(C)Nc2nnnn2C1c1ccc(Cl)cc1Cl (configuration not stated)
→ -27.0%, -1.1%, 3.6%, 1.8%, i, i, 1.7%, -7.6%, -2.4%, -10.1%, -14.0%
> CS(=O)(=O)N(CC(=O)NCc1ccccn1)c1ccc2c(c1)OCCO2
→ -6.3%, -0.3%, 3.9%, 0.0%, i, i, -0.5%, 0.0%, 1.6%, -3.0%, -5.9%
> CC1Cc2cc(/C(O)=C3\C(=O)C(=O)N(CCN(C)C)C3c3ccccc3F)ccc2O1 (configuration not stated)
→ -9.0%, 1.2%[57.5 µM], -4.3%, 0.0%, 1.94e-08M*, 2.52e-08M*, -2.4%, 0.3%, 0.7%, 0.4%, 1.1%
> O=C(CN1CCN(C(=O)c2ccccc2)CC1)Nc1ccc(Br)cn1
→ -15.6%, -3.1%[57.5 µM], -2.8%, 1.6%, i, i, -2.5%, -3.2%, 1.0%, 0.4%, -5.1%
> Cc1cc2cc(CNC(=O)c3cc4ccccc4o3)ccc2n1C
→ -5.1%, -0.3%, 7.1%, 1.4%, i, ?, -1.4%, -0.4%, -7.4%, ?, ?
> C/C(=N\O)c1cccc[n+]1Cc1ccccc1
→ 1.6%[7.6 µM], 3.1%[9.22 µM], 0.0%[9.17 µM], -3.4%[9.22 µM], i, i, -3.9%[15.4 µM], -8.3%[11.4 µM], -0.2%[15.4 µM], 7.3%[11 µM], 1.8%[11.4 µM]
> COc1cc(-c2nnc3sc(C4CCCCC4)nn23)cc(OC)c1OC
→ 1µM*, -6.0%[0.369 µM], 1.7%, 0.0%, i, i, 0.4%, -9.4%, -1.9%, -5.5%, 9.1%
> O=C(Nc1ccn(Cc2ccc(Cl)cc2)n1)c1ccc2c(c1)OCO2
→ ?, 0.9%, 5.0%, 2.6%, i, i, 0.8%, 5.0%, -0.5%, -1.0%, -11.2%
> CCC(C)NS(=O)(=O)c1ccc(NS(C)(=O)=O)cc1 (configuration not stated)
→ 11.1%, 9.0%, 10.2%, 5.8%, i, ?, -1.9%, -1.2%, 0.5%, 0.2%, 8.5%
> COC(=O)c1cc2c(=O)n3ccccc3nc2n(C(C)C)c1=N
→ ?, -1.0%, -3.5%, -2.1%, 9.92e-06M*, 1.1e-05M*, -1.5%, -5.8%, -0.1%, -2.9%, 0.9%
> Cc1noc(C)c1-c1ccc2ncnc(N3CCN(C)CC3)c2c1
→ ?, -1.0%, -1.6%, -2.9%[9.22 µM], i, i, 6.2%, -7.3%, -0.5%, 4.1%, 4.1%
> Cc1ccc(-c2nc3cc(C)ccc3o2)cc1
→ 1.6%, -1.6%, 4.3%, 3.7%, ·, ·, -3.0%, 0.5%, -0.3%, 17.8%, 3.8%
